HePTP inh = inhibitors of human HePTP phosphatase, primary screen, biochemical, absorbance, leukemia target | 0.64% of 110,000 active | inhibition, % at 20 µM | recombinant HePTP phosphatase activity, OD absorbance | Tyrosine-protein phosphatase non-receptor type 7 (Homo sapiens), P35236; in the data active = inhibition above about 50%;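 note: plate controls were vehicle for no effect and reference inhibitor for full effect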
Target sequence (P35236 whole entry, looked up): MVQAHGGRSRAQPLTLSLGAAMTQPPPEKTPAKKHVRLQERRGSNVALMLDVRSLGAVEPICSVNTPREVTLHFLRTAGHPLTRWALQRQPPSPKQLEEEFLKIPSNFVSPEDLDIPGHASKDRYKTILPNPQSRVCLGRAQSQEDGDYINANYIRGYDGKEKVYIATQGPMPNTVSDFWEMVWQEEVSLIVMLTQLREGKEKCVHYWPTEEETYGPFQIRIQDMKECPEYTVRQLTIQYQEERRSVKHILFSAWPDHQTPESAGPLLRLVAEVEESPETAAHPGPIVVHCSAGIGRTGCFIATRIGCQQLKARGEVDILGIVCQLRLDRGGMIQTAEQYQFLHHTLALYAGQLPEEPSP
BAP1 inh = inhibitors of BAP1 deubiquitinase, primary screen, biochemical, Ub-AMC fluorescence, kinetic. activity remaining (% of control), % at 20 µM. recombinant BAP1, Ub-AMC hydrolysis fluorescence kinetic; active compounds read low. AID 436, 2006. 0.48% of 72,000 active;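 active = activity remaining at or below 50% of control, provided the compound also passes the data quality filters; inactive = the rest, including low values that fail the filters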;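 note: 100% = DMSO wells rate and 0% = substrate alone blank rate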
Starred values were filed as active, the others as inactive; i = inactive; / = no result given; & = joins results of further samples.

canonical_smiles,HePTP inh,BAP1 inh
S=C1NC(c2ccc(Br)cc2)=CC(c2ccccc2Cl)N1 (configuration not stated),/,69.9
Nn1cnnc1SC1CCCCC1NS(=O)(=O)c1ccccc1 (configuration not stated),8.1,92.6
CCCN1C2=NCCN2c2cc(C)c(C)cc21,4.5,96.8
O=c1cc(CSc2nnc(COc3ccc(Cl)cc3)o2)c2ccccc2[nH]1,1.0,86.9
CCOC(=O)c1c(C)n(-c2ccccc2Br)c2c1cc(O)c1ccccc12,/,80.1
Cc1ccc(-n2c(O)cnc2Nc2nc(C)cc(C)n2)cc1,4.2,93.5
CC1=C(C(=O)Nc2cccc(C)c2C)C(c2cccc(Cl)c2)NC(=S)N1 (configuration not stated),/,75.2
O=C(/C=C/Nc1ccccc1O)c1ccc(-c2ccccc2)cc1,-8.6,/
CS(=O)(=O)N(Cc1ccccc1)c1ccccc1C(=O)Nc1cccc(C(F)(F)F)c1,-3.8,/
Cc1cccc(NC(=O)CN(C)S(=O)(=O)c2cccc3cccnc23)c1,10.3,86.1
O=C(NCc1ccccn1)c1coc(=O)c(Br)c1,5.2,181.0
C=CCOc1ccc(/C=N/NC(=O)CN(Cc2ccccc2)S(=O)(=O)c2ccccc2)cc1,8.3,/
COc1ccc(NC(=O)c2sc(-c3ccccc3)nc2C)cc1,/,116.8
Cc1noc([N+](=O)[O-])c1C=Cc1c(C)nn(-c2ccccc2)c1C,-8.6,/
O=[N+]([O-])c1ccc(Oc2ccc(S(=O)(=O)Nc3ccc(Cl)cc3)cc2)cc1,10.2,/
CC(=O)Nc1ccc(NC2=C(Cl)C(=O)c3ccccc3C2=O)cc1,0.1,/
Cc1cccc(-c2nnc3n2N=C(c2ccccc2)CS3)c1,8.0,77.3
Cc1cc2c(c(=O)n1CCc1ccccc1)C(C(C)C)C(C#N)=C(N)O2 (configuration not stated),10.8,65.8
COCCSc1ccccc1C(=O)Nc1ccncc1,-8.7,90.9
CCOCC(=O)Nc1cc(-c2cn3cccnc3n2)ccc1C,3.3,300.9
COc1ccc(C2CCCN2C(=O)Nc2cccc(C(C)=O)c2)cc1OC (configuration not stated),-4.5,101.7
COc1ccc(C2NC(=O)NC(C)=C2C(=O)Nc2cccc(C)c2)cc1OC (configuration not stated),-12.9,/
Cn1c(SCC(=O)Nc2nccs2)nnc1C12CC3CC(CC(C3)C1)C2,10.2,80.5
Cc1c(C(=O)N2CCN(c3ccccn3)CC2)sc2ncnc(N3CCN(c4ccccc4)CC3)c12,2.3,83.5
O=C(NCC(=O)N(CCN1CCOCC1)C(C(=O)NC1CCCC1)c1cccnc1)c1cccs1 (configuration not stated),5.9,106.2
O=C(Cc1ccc(Cl)cc1)NCC(=O)N1CCCC1,-11.0,/
COc1cc(C(=O)Nc2cc(C)c(OCC(=O)N3CCOCC3)c(C)c2)cc(OC)c1OC,3.1,97.8
CCOC(=O)COc1ccc(/C=N\n2nnnc2N)cc1OC,-12.0,/
O=C(NCc1ccco1)/C(=C/c1cccc(Oc2ccccc2)c1)NC(=O)c1ccccc1,9.5,/
COC(=O)c1ccccc1P(C)(C)=O,-3.5,/
COCCn1c(SCC(=O)Nc2ccc3c(c2)OCCO3)nc2c(c1=O)SC(C)C2 (configuration not stated),1.6,87.7
CN1CCN(C(=O)c2ccccc2N(Cc2ccccc2)S(C)(=O)=O)CC1,-0.9,55.4
C=CCOc1c(Br)cc(CNn2nnnc2N)cc1OCC,-5.2,67.5
COc1cc(/C=C(/C#N)C(N)=O)cc(Br)c1O,3.0,/
CCN(CC)CCNC(=O)c1ccc2c(=O)n(CCc3ccccc3)c(=O)[nH]c2c1,-4.9,/
COc1cc(C2C3=C(CC(C)(C)CC3=O)N(C)C(=O)N2C)cc(OC)c1OC (configuration not stated),-12.0,/
O=C(Nc1ccc(Br)cc1Cl)c1cnccn1,11.7,/
Clc1ccc2nc(N3CCN(c4ccccc4)CC3)sc2c1,2.3,56.3
COc1ccccc1C1/C(=C(/O)c2ccccc2)C(=O)C(=O)N1CCO (configuration not stated),1.5,68.7
COc1ccc(NC(=O)c2cc3c(=O)n(C)c4ccccc4c3n2C)cc1OC,-8.3,119.1
COc1ccccc1N1CCN(C(=O)c2cc(-c3ccc(Cl)cc3)on2)CC1,-2.9,89.2
COc1ccc(OC)c(NC=C2C(=O)OC3(CCCCC3)OC2=O)c1,-0.1,96.2
O=C(NCCc1cccc(C(F)(F)F)c1)C(=O)Nc1ccccc1F,5.2,/
Oc1ccc(/C=N/N2CCN(Cc3ccc(Cl)cc3)CC2)cc1O,5.9,/
CCC(O)c1cc2c(cc1NC(=O)c1cccs1)OCCO2 (configuration not stated),7.0,130.8
O=C(Nc1ccc2oc(-c3cccc4ccccc34)nc2c1)c1ccc([N+](=O)[O-])cc1,-7.1,/
CC/C(O)=C(/C#N)c1nnc2n1CCCCC2,5.4,106.4
CCOCCCNC(=O)C1CCC(CNS(=O)(=O)c2cccc3nsnc23)CC1 (configuration not stated),8.1,107.6
CCN1CCN(C(c2cccs2)C(C)NC(=O)c2ccccc2OC)CC1 (configuration not stated),2.8,96.5
Cc1csc(NC(=O)CSc2nc(C(C)C)nc3c2c(=O)n(C)c(=O)n3C)n1,3.7,104.8
Cc1c(Br)c(C(F)(F)F)nn1CC(=O)NCC1CCCO1 (configuration not stated),-10.0,89.6
Brc1cccc(C=NN2CCN(Cc3ccccc3)CC2)c1,3.0,/
CC1CCN(S(=O)(=O)c2ccc(F)c(C(=O)O)c2)CC1,-2.8,104.9
Clc1nc2sccn2c1/C=N/n1cnc2ccccc21,8.4,/
COC(=O)c1ccc(C(=O)OC)c(NC(=O)C(C)Oc2ccc(Cl)cc2C)c1 (configuration not stated),-12.6,/
O=C1CN(CC(=O)N2CCCCC2)c2ccccc2O1,1.0,109.9

Remaining list, next part
canonical_smiles,HePTP inh,BAP1 inh
Brc1cccc(CN2CCN(Cc3ccncc3)CC2)c1,10.7,/
Cc1cc(Oc2ccc(F)cc2)c(F)cc1[N+](=O)[O-],5.6,/
CCOc1cc(C2NC(=S)NC(C)=C2C(=O)Nc2ccc(OC)cc2)ccc1O (configuration not stated),4.4,/
COc1ccc(N(CC(N)=O)S(=O)(=O)c2ccc(C)cc2)cc1,6.4,/
CCOC(=O)c1c(C)oc2ccc(NS(=O)(=O)c3cc(C)ccc3C)cc12,5.4,/
CN1CCN(CCOCCOc2cc(Cl)ccc2Cl)CC1,2.7,/
Cc1cccc(-n2c(=O)[nH]c3c(C(N)=O)nc(C(C)C)nc32)c1,/,120.8
COC(=O)C1=C(C)N(CCc2ccccc2)C(=O)C1,7.3&1.1,84.5
CSc1nnc2c(n1)OC(c1ccc(C(=O)O)cc1)N(C(C)=O)c1ccccc1-2 (configuration not stated),7.9,83.5
CCOC(=O)C1CCN(C(C(=O)NC2CCCCC2)c2ccc(OC)cc2)CC1 (configuration not stated),2.0,/
COC(=O)CSc1nnc(-c2ccncc2)o1,5.4,104.5&54.3
O=C(Cc1ccccc1[N+](=O)[O-])NCC1CCCO1 (configuration not stated),9.8,/
CC1CCC(NC(=O)CN2CCCN(Cc3ccc(F)cc3Cl)C2=O)CC1 (configuration not stated),4.5,93.1
CCCCOc1cccc(C(=O)N2CCN(c3ccc([N+](=O)[O-])cc3)CC2)c1,5.3,/
O=C(CC(=O)Nc1cccc(C(F)(F)F)c1)Nc1cccc(C(F)(F)F)c1,98.8*,/
COc1ccc(CCNC(=O)CCn2c(=O)oc3ccccc32)cc1,-11.1,93.4
CC(=O)Nn1c(C)nnc1-n1nc(C)cc1C,42.0,96.2
CC(=O)NC(NC(C)=O)c1ccccc1Cl,-0.5,/
Cc1ccc(N2CC(C(=O)NC3=NCCS3)CC2=O)cc1C (configuration not stated),5.5,85.5
Cc1cc(N2C(=O)NC(=O)/C(=C\c3ccc(N4CCCCC4)o3)C2=O)ccc1Br,-1.3,/
CCOc1ccccc1NC(=O)COc1c(C)cc(C)cc1C,2.6,/
C=CCN1C(=O)/C(=C\c2ccc(C=O)cc2)SC1=S,-9.5,/
Cc1ccc(/C=C/C(=O)Nc2ccc(F)c([N+](=O)[O-])c2)cc1,4.6,/
CCn1c(C(=O)NCc2cccnc2)cc2sc(Cl)cc21,-1.8,97.3
CCCCN(CCCNC(=O)CN1C(=O)COc2ccccc21)c1ccccc1,-0.1,/
CCc1c(C)[nH]n(CCC#N)c1=O,4.4,105.3
CCc1c(C)c2cc(Cl)c(O)c(CN(CC)CC)c2oc1=O,4.6,i
CCCCn1c(NC(=O)c2ccc(Cl)cc2)nc2ccccc21,9.0,/
O=C1CSC(c2ccco2)N1 (configuration not stated),3.0,107.7
O=C(NC1CC1)c1ccc(S(=O)(=O)NCC2CCCCC2)cc1,-3.6,103.8
CCN(CC)CCn1c2ccccc2n2cc(C(C)(C)C)nc12,0.7,/
Cc1ccc(C(=O)N/C(=C/c2ccc(-c3ccccc3[N+](=O)[O-])o2)C(=O)NCc2ccco2)cc1,9.8,/
Cc1cc2ncn(C(=O)c3ccc([N+](=O)[O-])cc3)c2cc1C,-6.0,/
O=C(O)CCC(=O)N1CCc2cc(S(=O)(=O)N3CCC(Cc4ccccc4)CC3)ccc21,-9.5,94.4
CCOc1cccc2c1NC(C)(C)c1sn(-c3ccc(C)c(C)c3)c(=S)c1-2,/,50.1
Nc1nnnn1/N=C/c1ccco1,-1.8,85.8
Cc1ccc(NC(=O)CSc2nnc(CCCCCNC(=O)OC(C)(C)C)o2)c(C)c1,6.7,84.2
S=C(NCC1OCCc2ccccc21)Nc1ccccc1 (configuration not stated),-12.0,/
CC1=C(C(=O)Nc2ccc(Cl)cc2)C(c2ccc(Cl)cc2Cl)NC(=S)N1 (configuration not stated),-12.1,/
COc1ccc(C2/C(=C(/O)c3ccccc3)C(=O)C(=O)N2Cc2ccccc2)cc1 (configuration not stated),0.5,/
O=C(COC(=O)C1CCCN1C(=O)c1cccs1)Nc1ccc2c(c1)OCO2 (configuration not stated),-3.5,/
COc1ccc(C(=O)OCCNC(=O)c2ccc[n+](C)c2)cc1,3.2,/
CCOc1cc(N)ccc1C1CCCCC1,-10.9,/
CCOC(=O)N1CCN(C/C(C)=C/c2ccccc2)CC1,6.3,94.5
O=C(CSC1=NCCS1)Nc1ccccc1F,7.5,109.4
CCC(C)(C)NC(=O)C(c1ccc(F)cc1)N(Cc1ccco1)C(=O)c1cnccn1 (configuration not stated),-4.6,99.6
O=C(/C=C/c1ccc([N+](=O)[O-])cc1)c1cccc(Br)c1,-18.7,/
Cc1c(NC(=O)c2ccc(F)cc2[N+](=O)[O-])c(=O)n(-c2ccccc2)n1C,/,58.3
CCOC(=O)C1=C(C)NC(=O)NC1c1cc(C)cs1 (configuration not stated),8.6,/
Cc1ccc(Oc2nc3ccccc3n3c(C)nnc23)cc1,-3.9,112.4
O=C1N/C(=C/c2ccc(Br)cc2)C(O)=C1C=NCc1ccccc1,-0.5,/
COc1cc(C(=O)NCc2nnc(SCC(=O)N3CCC(C)CC3)o2)cc(OC)c1OC,2.3,129.0
CCOc1cc(C(=O)Nc2ccc3c(c2)OCCO3)cc(OCC)c1OCC,3.0,/
COc1ccc(N(CC(=O)Nc2cccc3ccccc23)S(C)(=O)=O)c(OC)c1,-0.8,/
O=C(O)c1ccc(CSc2nnc(-c3ccncc3)n2CC2CCCO2)cc1 (configuration not stated),6.5,108.9
CCOCCCNC(=O)c1ccc(OC)cc1,1.7,53.0

(more compounds)
canonical_smiles,HePTP inh,BAP1 inh
CC(C)(C)c1ccc(OCC(O)CN2CCN(Cc3ccc4c(c3)OCO4)CC2)cc1 (configuration not stated),/,253.6
COc1ccc(CC(=O)NNC(=O)c2ccccc2Cl)cc1,5.6,/
CCSc1nnc(-c2ccc(Cl)cc2Cl)o1,7.2,92.5
CCOC(=O)N1CCN(C(=O)c2cc3c(ccc4ccccc43)oc2=O)CC1,1.9,/
COc1ccc(NCc2cccnc2)cc1,-26.7,/
O=c1c(Cl)c(Cl)cnn1Cc1ccccc1Cl,-2.5,/
CC(C)CC1C(C#N)=C(N)SC(N)=C1C#N,3.9,86.8
Fc1ccc(C(c2nnnn2C2CCCC2)N2CCN(Cc3ccncc3)CC2)cc1 (configuration not stated),7.1,89.0

Molecules above containing a tert-butyl group, in the order listed:
canonical_smiles,HePTP inh,BAP1 inh
CCN(CC)CCn1c2ccccc2n2cc(C(C)(C)C)nc12,0.7,/
Cc1ccc(NC(=O)CSc2nnc(CCCCCNC(=O)OC(C)(C)C)o2)c(C)c1,6.7,84.2
CC(C)(C)c1ccc(OCC(O)CN2CCN(Cc3ccc4c(c3)OCO4)CC2)cc1 (configuration not stated),/,253.6

(further entries)
canonical_smiles,HePTP inh,BAP1 inh
O=C(Nc1ccccc1)C1C(c2ccccc2)=C1c1ccccc1,8.3,/
CCOc1ccc(-c2nnc3ccc(SCC(=O)NCc4ccco4)nn23)cc1,3.4,99.0
Fc1ccccc1OCCn1ccnc1,-12.1,/
COc1ccccc1NC(=O)c1c(N)sc2c1CCC2,3.2,53.1
COc1ccc(-c2cc(C(=O)Nc3c(C)nn(Cc4ccccc4Cl)c3C)no2)cc1,11.0,/
CCc1c(O)nc(SCc2ccccc2)n(C(C)CC)c1=O (configuration not stated),5.7,89.9
CCN(CC)C(NC(=O)c1ccccc1)C(=O)c1ccccc1 (configuration not stated),3.9,105.6
COc1ccc(/C=N/Nc2cc(OC)ncn2)cc1,12.2,/

Screening results (PubChem)
